High-throughput results from PubChem BioAssay.
Anthrax LF prot: inhibitors of Bacillus anthracis lethal factor protease. P15917. multiplex microsphere protease cleavage assay, LF. inhibition, % at 10 µM. 0.12% of 360,000 active; in the data active = inhibition above about 30%; inconclusive = no clear call, values can overlap the other calls; note: plate controls were buffer without enzyme for full effect and enzyme alone for no effect
Rv3671c inh: inhibits the M. tuberculosis serine protease Rv3671c; inhibition, % at 5.96 µM; AID 2606; 0.048% of 320,000 active; in the data active = inhibition above about 38%;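 note: extracellular domain of Rv3671c used as enzyme; 0% = enzyme with DMSO and 100% = no enzyme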
Target sequence (P9WHR9 whole entry, looked up, the tested form may be a part): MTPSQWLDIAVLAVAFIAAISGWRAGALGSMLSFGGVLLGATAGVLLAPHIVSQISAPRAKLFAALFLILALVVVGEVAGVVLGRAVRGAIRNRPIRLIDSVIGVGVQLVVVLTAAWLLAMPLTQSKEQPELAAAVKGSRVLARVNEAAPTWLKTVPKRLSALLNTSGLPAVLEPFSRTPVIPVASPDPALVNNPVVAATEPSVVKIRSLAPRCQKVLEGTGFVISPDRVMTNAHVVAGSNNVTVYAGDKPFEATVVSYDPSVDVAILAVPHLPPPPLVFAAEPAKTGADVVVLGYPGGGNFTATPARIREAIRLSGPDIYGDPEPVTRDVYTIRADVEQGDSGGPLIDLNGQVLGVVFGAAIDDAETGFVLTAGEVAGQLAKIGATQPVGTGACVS
3CLpro inhibitor: SARS-CoV 3CLpro protease inhibition | P0C6X7 | recombinant SARS-CoV 3CLpro, quenched FRET peptide cleavage | inhibition, % at 6 µM | 0.14% of 290,000 active | AID 1706; in the data active = inhibition above about 12%
PriA SSB inh: blocks PriA binding to SSB C-terminal tail; AlphaScreen SSBct-PriA binding, biotinylated peptide; inhibition, % at 33 µM; 0.6% of 430,000 active; AID 1272365; in the data active = inhibition mostly above about 37%, no sharp cut-off; inactive = mostly below about 20%;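 note: plate controls were negative control peptide for no effect and reference peptide for full effect; strong numbers were not always called active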
Y pestis TopoI: inhibitors of Yersinia pestis topoisomerase I; activity, % at 10 µM; 0.064% of 360,000 active; AID 504884; Y. pestis Topo-I cleavage product accumulation, plate reader; in the data active = activity above about 50%, passing the limit was not always enough; inconclusive = no clear call, values can overlap the other calls; note: inactives centre near 2
MazF activator: increases E. coli MazEF RNase cleavage of RNA | P0AE70 | FAM/BHQ RNA-DNA oligo cleavage fluorescence, 5 h | activation, % at 20 µM | 0.32% of 350,000 active | AID 504720; in the data active = activation above about 50%
Target sequence (P0AE70 whole entry, looked up): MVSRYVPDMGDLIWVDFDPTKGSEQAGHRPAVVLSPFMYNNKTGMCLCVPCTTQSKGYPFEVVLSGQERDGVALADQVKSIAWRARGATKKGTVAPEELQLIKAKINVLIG
TcdB inh: TcdB glycohydrolase inhibition; P18177; AID 652162; 0.24% of 350,000 active; TcdB glycohydrolase enzymatic assay, plate reader; inhibition, % at 9.99 µM; in the data active = inhibition above about 10%
PfHsp40 yeast: compounds rescuing yeast from Plasmodium falciparum HSP40 toxicity | S. cerevisiae expressing PfHsp40, growth rescue, ATP luminescence | growth rescue, % at 12.5 µM | 0.68% of 340,000 active | AID 504582; in the data active = growth rescue above about 28%, passing the limit was not always enough; inconclusive = no clear call, values can overlap the other calls;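 note: yeast W303a lacking pdr1 and pdr3 grown in galactose medium; growth measured after three days at 30 °C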
VHR inh abs: blocks human VHR1 dual specificity phosphatase. recombinant VHR phosphatase, pNPP absorbance. inhibition, % at 13.3 µM. 0.52% of 290,000 active; in the data active = inhibition above about 50%; note: some compounds called inactive have numbers as strong as hits
Target sequence (P51452 whole entry, looked up): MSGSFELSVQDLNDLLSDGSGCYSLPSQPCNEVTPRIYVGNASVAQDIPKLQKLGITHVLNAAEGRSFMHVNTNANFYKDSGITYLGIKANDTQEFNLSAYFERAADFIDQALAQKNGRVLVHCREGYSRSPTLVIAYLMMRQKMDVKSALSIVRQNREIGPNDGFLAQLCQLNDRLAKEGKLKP
Vc quorum ag: induces V. cholerae light production without autoinducers. V. cholerae BH1578 lux reporter, luminescence, 6 h. activation, % at 18.7 µM. 0.16% of 350,000 active; in the data active = activation mostly above about 9.7%, no sharp cut-off; inconclusive = no clear call, values can overlap the other calls; inactive = mostly below about 3.7%; note: not every result past the cut was called active; inactives centre near 0; reference of the scale not given here
Starred values were filed as active, the others as inactive; i = inactive; ? = inconclusive; / = no result given. These rows are one share of the data (hit frequency here may not be typical).

SMILES	Anthrax LF prot	Rv3671c inh	3CLpro inhibitor	PriA SSB inh	Y pestis TopoI	MazF activator	TcdB inh	PfHsp40 yeast	VHR inh abs	Vc quorum ag
Cc1ccc(CN2CCN(/N=C/c3cc([N+](=O)[O-])ccc3Cl)CC2)cc1	-7	-5	6	/	12	3	/	1.6	10	1.0
COc1ccc(S(=O)(=O)Nc2ccccc2C(=O)N2CCOCC2)cc1OC	-3	-11	2	-4	-8	6	0.3	-0.7	3	-0.5
O=C(Cn1cncn1)N/N=C/c1ccccc1O	-8	9	5	/	2	8	-7.2	0.5	-8	-0.4
Clc1ccccc1OCc1nn[nH]n1	-12	0	-5	-6	-5	1	0.7	-0.2	-8	i
O=C1CCCC2=C1C(O)(C(F)(F)F)C(=O)N2Cc1ccccc1 (stereo not drawn)	-3	-2	6	-7	5	7	/	0.4	0	-6.2
O=C(OCC(=O)N1CCCCCC1)c1ccc([N+](=O)[O-])cc1Cl	-2	-5	4	22	3	12	-0.1	-0.6	-10	i
Cc1ccc(C)c(OCC(O)CN2CCC(CN3C(=O)c4cccc5cccc(c45)C3=O)CC2)c1 (stereo not drawn)	0	6	4	11	-2	-23	/	-0.8	-1	i
CN(C(=O)c1cccc(C#N)c1)c1nnc(-c2cnccn2)s1	-1	0	3	6	7	8	0.8	2.4	8	-0.2
CCN(CC)c1cc2nc(C)n(Cc3ccccc3)c(=O)c2cc1NC(=O)C1CC1	2	-11	6	-14	14	3	/	0.2	31	i
Cc1n[nH]c(C)c1S(=O)(=O)N1CCN(C2CCCCC2)CC1	1	-14	-3	-9	-11	-1	/	-1.8	7	i
CC1=Nc2ccccc2/C1=C/c1c(C)[nH]c2ccccc12	-73	/	/	35	-17	-7	/	0.9	/	4.3
Cc1ccc(-c2ccc(/C=C3\C(=O)ON=C3c3ccccc3)o2)c([N+](=O)[O-])c1	?	6	4	-1	6	-13	/	-0.3	5	-0.4
CCOc1ccc(N(CC(=O)O)S(=O)(=O)c2ccc(F)cc2)cc1	2	-9	0	3	-4	-3	/	0.0	-24	0.1
O=C(CCc1nnc(CCCCc2ccccc2)o1)NCCC1CCCCO1 (stereo not drawn)	-3	-3	5	-8	10	-2	-0.3	0.4	28	0.2
COCCCNS(=O)(=O)c1ccc(Oc2ncc(C(F)(F)F)cc2Cl)cc1	-1	1	-5	-12	15	4	/	1.4	-9	-0.6
CCOc1cc2c(cc1OCC)-n1cccc1C(c1ccc(OC(F)F)cc1)NC2 (stereo not drawn)	-2	8	3	26	12	5	1.2	2.0	17	i
COc1ccc(CSc2nnnn2C)cc1F	-2	0	-5	-8	-1	3	/	1.3	32	-0.3
COc1ccc(SC[C@H](Cc2ccccc2)N2CC[C@@H](NC(=O)OCc3ccccc3)CCC2=O)cc1	-4	-20	/	2	26	-3	-0.3	4.0	/	-0.4
FC(F)C(F)(F)Oc1cccc(-c2n[nH]c(=S)n2Cc2ccccc2)c1	0	/	/	4	1	0	0.1	2.4	/	-1.2
CCOCC(=O)Nc1ccc(F)c(F)c1	-3	-1	2	-1	1	-19	/	-1.6	7	0.3
COc1ccc(S(=O)(=O)N2CCCCCC2)cc1C(=O)N(C)Cc1c(F)cccc1Cl	-2	3	/	-18	17	-1	-5.5	1.1	/	-1.6
CCCCN1CCC(COC(=O)c2cc(Cl)c(N)c3c2OCCO3)CC1	7	8	/	10	-11	13	1.1	-1.6	/	i
O=C(c1cccc(-c2ccccc2F)c1)N1CC[C@@H](N2CCC(O)CC2)[C@H](O)C1	4	3	-1	-10	-10	-11	-5.9	0.2	4	-3.6
Cc1nc2ccc(S(=O)(=O)Nc3cccc(-c4nc5cccnc5s4)c3)cc2s1	1	-23	2	18	-9	-2	0.5	-0.6	-18	-0.2
COc1ccc(/C=N\NS(=O)(=O)c2ccc(C)cc2)cc1COc1ccccc1[N+](=O)[O-]	-2	-65	-3	/	-3	1	/	-1.2	9	i
The listing continues.
SMILES	Anthrax LF prot	Rv3671c inh	3CLpro inhibitor	PriA SSB inh	Y pestis TopoI	MazF activator	TcdB inh	PfHsp40 yeast	VHR inh abs	Vc quorum ag
Cc1ccc(C)c(N2C(=O)CN=C2Nc2ccccc2Cl)c1	0	6	2	2	-5	6	/	0.6	-6	-18
COc1cc(C(=O)Nc2ccc(C)cc2C(NCC(=O)NN)c2ccccc2)cc(OC)c1OC (stereo not drawn)	9	-20	8	-3	0	4	0.3	1.5	10	-0.6
CC(=O)c1ccc(NC(=O)/C(C#N)=C/c2ccncc2)cc1	1	-3	-2	2	-2	-10	-1.1	-0.2	1	i
COc1ccc(CNC(C)C2COc3ccccc3O2)c(OC)c1 (stereo not drawn)	1	-2	3	-19	-5	9	/	0.5	8	-0.7
O=C(NC(=S)Nc1cccc2cc(O)ccc12)c1ccco1	0	-7	-1	15	-1	8	1.6	0.3	23	0.5
COc1ccc(-c2csc(NC(=O)CSc3nc(C)cs3)n2)cc1	?	-7	-4	-5	-1	1	/	1.7	/	-0.4
CC(Cc1ccccc1)N(C)CC1C(=O)C2CCC1C2 (stereo not drawn)	-8	/	/	-12	-5	-7	0.7	0.3	/	-1.3
Clc1ccc(COc2ccccn2)c(Cl)c1	-4	5	-1	3	11	3	/	2.0	1	i
Cc1cc(C)n(CC(=O)N2CCCC(C(=O)c3cccc(OC(C)C)c3)C2)n1 (stereo not drawn)	-1	2	4	-4	17	-1	1.1	0.4	52*	-0.3
CCCc1c(-c2ccc(O)cc2)nn(-c2ccc(O)cc2)c1-c1ccc(O)cc1	-10	-4	/	8	-13	51*	/	4.6	-1	i
COc1ccc(N2CC(C(=O)N[C@@H](C)C(=O)NC3CCCCC3)CC2=O)cc1 (stereo partly drawn)	0	-5	1	0	-1	1	-3.2	-0.6	9	-0.4
O=C(COc1ncnc2ccc(Br)cc12)N1CCOCC1	0	1	-1	-6	3	-3	/	0.1	7	4.5
CN(C)CC1CCCCC1OC(=O)c1ccc(S(=O)(=O)N(C)c2ccccc2)cc1 (stereo not drawn)	-3	-1	1	7	-6	15	1.2	-0.9	6	-0.3
Cc1ccc(-n2c(N)c(C#N)c(-c3ccccc3)c(C#N)c2=O)cc1	-2	2	-1	4	-8	4	/	0.4	35	-0.6
CC(C)OCCCNC(=O)C(C)Oc1ccccc1 (stereo not drawn)	-9	2	3	-2	4	3	1.0	-0.3	27	-0.2
COc1ccccc1NC(=O)CSc1nc2ccccc2n1C(C)=O	-2	-10	2	-21	17	4	/	1.1	12	-0.6
CCN(CCCNC(=O)CCCOc1cc(=O)n(C)c2ccccc12)Cc1ccccc1	-2	4	-6	-2	9	7	1.8	-0.3	-19	-0.2
CN1CCN(C(=O)c2ccc(CSc3ccc(Cl)cc3)cc2)CC1	0	-9	-1	-1	29	0	1.9	0.2	19	-0.1
O=C(c1ccc2nc(Cc3cccc(Cl)c3)oc2c1)N1CCC(CO)CC1	0	-9	3	-14	4	4	-0.2	-1.6	9	-0.5
CC(=O)Nc1cc(-c2ccccc2F)cn2c(-c3cccc(C(F)(F)F)c3)cnc12	3	/	/	/	27	/	0.5	/	/	-4.0
Cc1cccc(N2N=C(C(=O)N3CC(=O)Nc4ccccc43)CCC2=O)c1	0	0	6	5	-13	10	1.3	1.8	36	-0.4
Cc1cc(Cn2nnnc2-c2ccncc2)cc(C)c1O	5	-4	-5	6	-5	9	-0.3	-1.7	17	-7.7
Nc1nc2ccccc2n1C(=O)c1ccc(F)cc1	1	1	3	5	-2	5	0.6	0.2	20	-0.3
O=C(CCc1ccccc1)Nc1ccccc1	0	-1	0	-2	-11	1	-0.4	-1.8	13	2.3
CC1(C(=O)N/N=C/c2ccc([N+](=O)[O-])o2)CC1(Br)Br (stereo not drawn)	-5	-8	-1	/	-3	-4	/	-0.7	-12	-3.4
COCCNC(=O)C(C)Oc1ccc(Cl)cc1Cl (stereo not drawn)	-1	3	-1	-8	2	1	-1.0	-1.0	32	-0.7
O=[N+]([O-])c1cc([N+](=O)[O-])c(Oc2cc(F)cc(F)c2F)cc1NN1CCCCC1	1	-3	0	-9	0	-4	-3.4	-1.3	17	-0.5
Cc1ccc2[nH]c3c(=O)n(Cc4ccccn4)cnc3c2c1	8	-15	-3	-4	1	5	/	0.0	14	i
Cc1ccc(NC(=O)COC(=O)CC2CCCC2)cc1F	-2	-3	/	-6	6	7	-1.5	2.0	/	0.8

18 entries from above, bar-delimited:
canonical_smiles | Anthrax LF prot | Rv3671c inh | 3CLpro inhibitor | PriA SSB inh | Y pestis TopoI | MazF activator | TcdB inh | PfHsp40 yeast | VHR inh abs | Vc quorum ag
Cc1ccc(C)c(N2C(=O)CN=C2Nc2ccccc2Cl)c1 | 0 | 6 | 2 | 2 | -5 | 6 | / | 0.6 | -6 | -18
COc1cc(C(=O)Nc2ccc(C)cc2C(NCC(=O)NN)c2ccccc2)cc(OC)c1OC (stereo not drawn) | 9 | -20 | 8 | -3 | 0 | 4 | 0.3 | 1.5 | 10 | -0.6
CC(=O)c1ccc(NC(=O)/C(C#N)=C/c2ccncc2)cc1 | 1 | -3 | -2 | 2 | -2 | -10 | -1.1 | -0.2 | 1 | i
COc1ccc(CNC(C)C2COc3ccccc3O2)c(OC)c1 (stereo not drawn) | 1 | -2 | 3 | -19 | -5 | 9 | / | 0.5 | 8 | -0.7
O=C(NC(=S)Nc1cccc2cc(O)ccc12)c1ccco1 | 0 | -7 | -1 | 15 | -1 | 8 | 1.6 | 0.3 | 23 | 0.5
COc1ccc(-c2csc(NC(=O)CSc3nc(C)cs3)n2)cc1 | ? | -7 | -4 | -5 | -1 | 1 | / | 1.7 | / | -0.4
CC(Cc1ccccc1)N(C)CC1C(=O)C2CCC1C2 (stereo not drawn) | -8 | / | / | -12 | -5 | -7 | 0.7 | 0.3 | / | -1.3
Clc1ccc(COc2ccccn2)c(Cl)c1 | -4 | 5 | -1 | 3 | 11 | 3 | / | 2.0 | 1 | i
Cc1cc(C)n(CC(=O)N2CCCC(C(=O)c3cccc(OC(C)C)c3)C2)n1 (stereo not drawn) | -1 | 2 | 4 | -4 | 17 | -1 | 1.1 | 0.4 | 52* | -0.3
CCCc1c(-c2ccc(O)cc2)nn(-c2ccc(O)cc2)c1-c1ccc(O)cc1 | -10 | -4 | / | 8 | -13 | 51* | / | 4.6 | -1 | i
COc1ccc(N2CC(C(=O)N[C@@H](C)C(=O)NC3CCCCC3)CC2=O)cc1 (stereo partly drawn) | 0 | -5 | 1 | 0 | -1 | 1 | -3.2 | -0.6 | 9 | -0.4
O=C(COc1ncnc2ccc(Br)cc12)N1CCOCC1 | 0 | 1 | -1 | -6 | 3 | -3 | / | 0.1 | 7 | 4.5
CN(C)CC1CCCCC1OC(=O)c1ccc(S(=O)(=O)N(C)c2ccccc2)cc1 (stereo not drawn) | -3 | -1 | 1 | 7 | -6 | 15 | 1.2 | -0.9 | 6 | -0.3
Cc1ccc(-n2c(N)c(C#N)c(-c3ccccc3)c(C#N)c2=O)cc1 | -2 | 2 | -1 | 4 | -8 | 4 | / | 0.4 | 35 | -0.6
CC(C)OCCCNC(=O)C(C)Oc1ccccc1 (stereo not drawn) | -9 | 2 | 3 | -2 | 4 | 3 | 1.0 | -0.3 | 27 | -0.2
COc1ccccc1NC(=O)CSc1nc2ccccc2n1C(C)=O | -2 | -10 | 2 | -21 | 17 | 4 | / | 1.1 | 12 | -0.6
CCN(CCCNC(=O)CCCOc1cc(=O)n(C)c2ccccc12)Cc1ccccc1 | -2 | 4 | -6 | -2 | 9 | 7 | 1.8 | -0.3 | -19 | -0.2
CN1CCN(C(=O)c2ccc(CSc3ccc(Cl)cc3)cc2)CC1 | 0 | -9 | -1 | -1 | 29 | 0 | 1.9 | 0.2 | 19 | -0.1
